EBV gp42 block: blocks Epstein-Barr virus glycoprotein 42 binding. Q1HVG2. Fluorescence polarization binding assay, mP read-out. inhibition, % (tested at 21.74 µM). 220,000 tested, 0.42% active. AID 1085; in the data active = inhibition above about 50%
Target sequence (Q1HVG2 whole entry, looked up): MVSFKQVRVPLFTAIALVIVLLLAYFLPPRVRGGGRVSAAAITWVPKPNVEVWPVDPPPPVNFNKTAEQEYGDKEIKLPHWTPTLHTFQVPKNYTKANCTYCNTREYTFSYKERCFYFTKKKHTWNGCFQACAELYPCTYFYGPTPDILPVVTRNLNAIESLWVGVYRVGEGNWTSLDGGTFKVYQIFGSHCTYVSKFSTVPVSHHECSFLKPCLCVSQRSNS
Tb hexokinase: T. brucei hexokinase 1 inhibition | recombinant TbHK1, G6PDH-coupled NADH A340 | inhibition, % at 10 µM | 220,000 tested, 0.11% active | AID 1430;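 active = inhibition of 50% or more in the single-dose primary screen; inactive = inhibition below 50%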
m-calpain inh: calpain II (pig) inhibition; purified calpain II, fluorogenic peptide substrate, 30 min; inhibition, % at 16 µM; 220,000 tested, 0.37% active; AID 1236;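 active = inhibition above about 50%, limit read from the data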
RBBP9 inhibitor: blocks human serine hydrolase RBBP9 | O75884 | recombinant RBBP9, FP-Rh probe fluorescence polarization | inhibition, % at 7.94 µM | 220,000 tested, 0.2% active | AID 1515;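 active = inhibition above the campaign mean of all tested compounds plus 3 SD, cut at about 14% in these data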;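 also: plate controls were DMSO wells with RBBP9 for no effect and wells lacking RBBP9 protein for full effect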
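Test system: recombinant human RBBP9. Quantity: 2.5 µM RBBP9 dispensing solution, before mixing. Detection: FP readout at 525/598 nm. Reagent: Serine-hydrolase probe FP-Rh, 375 nM pre-mixing. Measure: % inhibition. Control set: DMSO-treated enzyme wells and wells lacking RBBP9. Buffer or medium: Tris-NaCl-Pluronic buffer, pH 8.0. Times: preincubation 30 min plus labeling 45 min at 25 °C.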
Furin inh: blocks human furin protease activity; P09958; purified furin, fluorogenic substrate cleavage; inhibition, % at 30 µM; 220,000 tested, 0.061% active; AID 463115; in the data active = inhibition above about 25%; also: inactives centre near -15
p47phox inh: inhibitors of human p47phox binding. p47phox/p22phox peptide binding, fluorescence polarization, 2 h. inhibition, % at 24.7 µM. 220,000 tested, 0.53% active;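 active = inhibition above about 30%, limit read from the data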;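 also: 0% = p47phox with labelled peptide and 100% = labelled peptide alone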
p97 inhibitor: human p97 ATPase inhibition | inhibition, % at 8 µM | recombinant p97 ATPase, Kinase-Glo ATP luminescence, 3 h | AID 1481 | P55072 | 220,000 tested, 0.42% active; in the data active = inhibition above about 15%;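 also: 0% = DMSO vehicle and 100% = wells lacking enzyme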
Target sequence (P55072 whole entry, looked up): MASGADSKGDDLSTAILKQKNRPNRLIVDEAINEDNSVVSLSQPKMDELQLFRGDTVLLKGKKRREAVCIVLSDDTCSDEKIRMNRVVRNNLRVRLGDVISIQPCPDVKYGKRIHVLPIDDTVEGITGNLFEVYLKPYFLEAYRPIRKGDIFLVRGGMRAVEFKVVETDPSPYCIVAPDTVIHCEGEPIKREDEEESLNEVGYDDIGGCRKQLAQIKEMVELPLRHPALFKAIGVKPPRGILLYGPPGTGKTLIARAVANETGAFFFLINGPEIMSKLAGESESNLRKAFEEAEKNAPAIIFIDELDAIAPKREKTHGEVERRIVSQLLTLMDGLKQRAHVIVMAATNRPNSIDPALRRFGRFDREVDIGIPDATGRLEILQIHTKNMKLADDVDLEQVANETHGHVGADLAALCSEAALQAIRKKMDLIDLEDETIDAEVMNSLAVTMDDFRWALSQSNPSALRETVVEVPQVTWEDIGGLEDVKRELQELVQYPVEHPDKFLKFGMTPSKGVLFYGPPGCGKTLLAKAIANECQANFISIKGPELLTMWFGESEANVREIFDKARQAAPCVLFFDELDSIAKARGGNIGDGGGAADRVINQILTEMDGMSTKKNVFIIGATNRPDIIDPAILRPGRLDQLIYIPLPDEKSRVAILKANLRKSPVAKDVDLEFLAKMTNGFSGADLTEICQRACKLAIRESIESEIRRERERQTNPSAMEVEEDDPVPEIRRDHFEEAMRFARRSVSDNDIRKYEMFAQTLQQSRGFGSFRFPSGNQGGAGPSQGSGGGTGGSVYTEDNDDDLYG
Runt-CBFb FRET: blocks binding of human RUNX1 Runt domain to CBFb. Q01196+Q13951. Cerulean-Runt/Venus-CBFb FRET ratio 530/480, 1 h. inhibition, % at 20 µM. 220,000 tested, 0.46% active. AID 1496;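 active = inhibition over about 50% at 20 µM in the single-dose screen, limit read from the data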;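 also: 0% = DMSO wells and 100% = excess unlabeled CBFb competitor control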
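Reagent – Venus-CBFb binding partner, 100 nM · Assay system – Cerulean-tagged RUNX1 Runt domain (FRET donor) fusion protein · Input – 100 nM per protein · Incubation – two 1 h room-temperature incubations shielded from light · Measured by – FRET fluorescence · Medium – Tris buffer pH 7.5 with salts and BSA · Benchmarks – unlabeled CBFb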
Runt-SMMHC FRET: inhibitors of human RUNX1 Runt domain binding to CBFb-SMMHC | Q01196+Q13951 | Cerulean-Runt/Venus-CBFb-SMMHC FRET ratio 530/480, 1 h | inhibition, % at 20 µM | 220,000 tested, 0.74% active | AID 1434;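 active = mean inhibition across duplicate retests at 20 µM reaching about 50%, limit read from the data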;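 also: 0% = DMSO wells and 100% = wells with excess untagged CBFb-SMMHC; inhibitors lower the FRET ratio by blocking Runt binding to CBFb-SMMHC; some results filed as inactive read as strong as hits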
* = called active by the depositor; / = not tested or not shown; [ ] = remark or other dose.

SMILES	EBV gp42 block	Tb hexokinase	m-calpain inh	RBBP9 inhibitor	Furin inh	p47phox inh	p97 inhibitor	Runt-CBFb FRET	Runt-SMMHC FRET
CCOc1c(Br)cc(CNc2ccc(N3CCN(C(C)=O)CC3)cc2)cc1OC	2	-21	-14	4	-16	0	-5	9	0
Cc1nc(-c2nc(-c3c(C(=O)NNC(=O)Nc4cccc(Cl)c4)noc3C)cs2)cs1	-9	-7	-12	-6	-13	-7	-3	3	20
CCC(COC)NC(=O)CCc1nnc(Cc2cccc(C(F)(F)F)c2)o1 (stereo not given)	1	2	1	-6	-19	5	-5	0	3
O=C(N/N=C/c1cccnc1)c1cccc(S(=O)(=O)Nc2cccc(Cl)c2)c1	-1	-10	-34	-14	-19	-3	1	3	0
O=C1C2=C(SCCS2)C(=O)N1CCCO	117*	-3	12	-10	-15	72*	9	-10	-34
CN(c1ccccc1C(=O)Nc1cccc(C(F)(F)F)c1)S(C)(=O)=O	-12	0	-54	-3	-9[20 µM]	-5	1	-2	-5
Cc1ccc(NC(=O)CSc2nnc(NC(=O)c3ccc(S(=O)(=O)N4CCOCC4)cc3)s2)cc1	-7	-9	-38	-4	-12	-20	0	3	2
COc1cccc(-c2noc(CCCC(=O)N3CCOCC3)n2)c1	-13	3	-1	-2	-19	-13	3	9	1
C#CCOC(=O)Nc1ccc(=O)n(Cc2c(Cl)cccc2Cl)c1	4	-4	-39	4	-20[20 µM]	-1	5	5	8
CC(C)(C)Nc1nc(Cl)nc(NCc2ccccc2)n1	1	10	25	-9	-5	-1	-2	-2	0
CC1Cc2ccccc2N1Cc1cc(=O)n2ccsc2n1 (stereo not given)	29	-11	4	-5	-24[20 µM]	-9	9	-1	-57
O=C(C[n+]1ccc(-c2nnc3n2CCC3)cc1)c1ccc(Cl)c(Cl)c1	4	-6	-11	-3	-24	-11	3	-7	-4
Cc1cc(C(=O)N2CCN(c3ncccn3)CC2)nn1C	-14	-11	8	-10	-10	-6	10	0	0
O=C(c1ccco1)N1CCN(C(=O)c2ccc(COc3ccc(Cl)cc3Cl)o2)CC1	/	6	/	1	-15[20 µM]	/	-1	/	/
CC(C)OCCCNC(=O)c1ccncc1	-6	-3	4	-6	-23	-4	5	-2	-6
O=C(NCCNC(=O)c1cc(OCC(F)(F)F)ccc1OCC(F)(F)F)Nc1ccc(Cl)cc1	-15	4	-3	-1	-2[20 µM]	-105	2	0	-2
CCOC(=O)N1CCN(Cc2cc(=O)oc3cc4c(cc23)CCC4)CC1	-14	-9	-28	1	-10	-15	-3	-3	3
CO[C@@]1(NC(=O)Cc2cccs2)C(=O)N2C(C(=O)O)=C(COC(N)=O)CS[C@@H]21	-9	9	-2	0	-10	-11	5	2	1
Cc1cc(/C=C2\SC(=Nc3ccc(N4CCOCC4)cc3)N(C)C2=O)c(C)n1-c1cccnc1	-13	-6	13	2	-16	-2	6	-3	-3
O=C(CSc1nc2nc(-c3cccs3)cc(C(F)(F)F)c2c(=O)[nH]1)Nc1ccc(F)c(F)c1	-26	3	-68	-5	-17	-2	3	-8	-1
Cc1cc(O)ccc1NC(=O)CCN1C(=O)c2ccc([N+](=O)[O-])cc2C1=O	-19	31	-10	-5	-6	1	5	2	8
O=C(CNC1CCN(Cc2ccccc2)CC1)Nc1ccc(S(=O)(=O)N2CCCCC2)cc1	-11	-7	-18	-3	-18	-6	-1	-1	0
CN(C)Cc1ccccc1Sc1ccc(Br)cc1	-9	9	-2	4	-23	-2	2	-1	-1
Cc1cccc(N2C(=O)C3CCC(c4ccccc4)CC3C2=O)c1 (stereo not given)	9	-11	4	-6	-14	-2	-4	-4	-6
C/C(=N\NC(=O)c1ccc(NS(=O)(=O)c2cccs2)cc1)c1cccs1	-27	-32	27	-3	-24	-10	4	-2	-1
CN1C(=O)C2(C(C#N)=C(N)N(c3cc(Cl)cc(Cl)c3)C3=C2C(=O)CCC3)c2ccccc21 (stereo not given)	-3	-12	-12	3	-20[20 µM]	-1	1	-1	2
O=[N+]([O-])c1cccnc1N1CCCCC1	-7	1	17	-6	-29[20 µM]	-7	2	2	1
O=C(NCCCCCCNC(=O)C1CCCC1)C1CCCC1	-14	1	-15	7	-17[20 µM]	-12	-1	-2	-1
C/C(=N/NC(=O)c1ccc(Br)o1)c1ccc(C)o1	-6	-37	0	-3	-8	-14	4	-3	-3
COc1ccc(NC(=O)C2CCCN(S(=O)(=O)c3ccc4c(c3)oc(=O)n4C)C2)cc1OC (stereo not given)	-4	2	-22	-1	-2	-15	4	3	3
Cc1cc(N/N=C/c2ccccc2)nc(NCc2ccccc2)n1	-11	-12	13	-12	-19	-24	1	2	5
O=[N+]([O-])c1ccccc1CSc1nnc2ccccn12	-17	7	28	-6	-9	-4	-6	1	3
CCOc1ccc2nc(-c3ccccc3)[nH]c2c1	-12	-12	-451	-5	-103	-12	0	0	-1
Cc1cccc(C(=O)OCc2cc3ccccc3[nH]c2=O)c1	-7	0	0	12	-16	-6	0	-2	1
C[C@H](NS(=O)(=O)c1ccc(Cl)cc1)C(=O)OCC(=O)c1ccc[nH]1	-7	-12	-29	-4	-26	-11	3	1	-1
Cc1cn2c(-c3ccncc3)nnc2s1	-13	-3	-43	-5	-25	2	0	1	1

13 of these compounds, reformatted:
EBV gp42 block	Tb hexokinase	m-calpain inh	RBBP9 inhibitor	Furin inh	p47phox inh	p97 inhibitor	Runt-CBFb FRET	Runt-SMMHC FRET	smiles
-19	31	-10	-5	-6	1	5	2	8	Cc1cc(O)ccc1NC(=O)CCN1C(=O)c2ccc([N+](=O)[O-])cc2C1=O
-11	-7	-18	-3	-18	-6	-1	-1	0	O=C(CNC1CCN(Cc2ccccc2)CC1)Nc1ccc(S(=O)(=O)N2CCCCC2)cc1
-9	9	-2	4	-23	-2	2	-1	-1	CN(C)Cc1ccccc1Sc1ccc(Br)cc1
9	-11	4	-6	-14	-2	-4	-4	-6	Cc1cccc(N2C(=O)C3CCC(c4ccccc4)CC3C2=O)c1 (stereo not given)
-27	-32	27	-3	-24	-10	4	-2	-1	C/C(=N\NC(=O)c1ccc(NS(=O)(=O)c2cccs2)cc1)c1cccs1
-3	-12	-12	3	-20[20 µM]	-1	1	-1	2	CN1C(=O)C2(C(C#N)=C(N)N(c3cc(Cl)cc(Cl)c3)C3=C2C(=O)CCC3)c2ccccc21 (stereo not given)
-7	1	17	-6	-29[20 µM]	-7	2	2	1	O=[N+]([O-])c1cccnc1N1CCCCC1
-14	1	-15	7	-17[20 µM]	-12	-1	-2	-1	O=C(NCCCCCCNC(=O)C1CCCC1)C1CCCC1
-6	-37	0	-3	-8	-14	4	-3	-3	C/C(=N/NC(=O)c1ccc(Br)o1)c1ccc(C)o1
-4	2	-22	-1	-2	-15	4	3	3	COc1ccc(NC(=O)C2CCCN(S(=O)(=O)c3ccc4c(c3)oc(=O)n4C)C2)cc1OC (stereo not given)
-11	-12	13	-12	-19	-24	1	2	5	Cc1cc(N/N=C/c2ccccc2)nc(NCc2ccccc2)n1
-17	7	28	-6	-9	-4	-6	1	3	O=[N+]([O-])c1ccccc1CSc1nnc2ccccn12
-12	-12	-451	-5	-103	-12	0	0	-1	CCOc1ccc2nc(-c3ccccc3)[nH]c2c1

Additional results
SMILES	EBV gp42 block	Tb hexokinase	m-calpain inh	RBBP9 inhibitor	Furin inh	p47phox inh	p97 inhibitor	Runt-CBFb FRET	Runt-SMMHC FRET
CCCN1CCC(=O)N(CCSc2ccc(NC(C)=O)cc2)CC1	-23	-3	2	/	-7	-6	/	3	0
CSc1nc(-c2ccccc2)nn1C(=O)c1ccco1	-17	5	-19	2	-14[20 µM]	-6	-4	1	3
COc1cc2c(cc1OC)CN(C(=O)c1ccccc1C(=O)O)CC2	-13	-7	-41	2	-34	-4	2	-1	1
CCOC(=O)Cc1nn(Cc2nc(-c3ccc(C#N)cc3)cs2)c(=O)c2ccccc12	-11	-11	2	-7	-25	-7	-1	-2	1
Cc1ccc(C(C(=O)NC2CCCCC2)N(C(=O)c2csnn2)C2CCCC2)o1 (stereo not given)	-12	-6	23	-15	-14[20 µM]	1	-5	0	1
O=C(CN1CC[n+]2c(-c3ccccc3)csc21)c1ccc(Br)cc1	-4	-5	0	1	-7	-6	3	5	3
O=C(CS(=O)(=O)c1cn(Cc2ccc(F)cc2)c2ccccc12)N1CCOCC1	-7	-2	14	1	-30	3	7	-1	-6
COc1cc(/C=N/NC(=S)NC(C)C)ccc1OCC(=O)Nc1c(C)cc(C)cc1C	-2	-24	-15	-9	-39	6	1	-5	0
COC(=O)c1cc2sccc2n1Cc1nc(-c2ccc(Cl)cc2)oc1C	-17	-2	1	-5	-19[20 µM]	-2	1	2	-2
Cc1cc(C)n(-c2cc(=O)n(C)c(=O)n2C)n1	1	-7	-35	-2	-24	-24	2	0	-2
O=C(O)c1cc(=O)c2c(OCC(O)COc3cccc4oc(C(=O)O)cc(=O)c34)cccc2o1	-18	-4	-7	-5	-18	-2	4	-1	2
O=C(COc1ccccc1[N+](=O)[O-])N/N=C/C=C/c1ccco1	-18	-60	29	-9	-10[20 µM]	0	3	2	-4
CCOC(=O)c1c(-c2ccc(C)o2)csc1NC(=O)CN1CCC(C(N)=O)CC1	-8	-2	-12	-10	-14	-8	2	11	6
CCc1nc(SCC(=O)Nc2cccc(C(F)(F)F)c2)c2c(=O)n(C)c(=O)n(C)c2n1	-6	-6	6	-4	-12	-8	0	-9	-4
O=C(Nc1ccc(-c2nc3cc(Cl)ccc3o2)cc1)C1CCCO1 (stereo not given)	-15	-14	-38	-8	-21[20 µM]	-99	6	1	10
O=C(Nc1ccc2c(c1)OCO2)c1c(F)cccc1F	-3	2	22	-5	-17[20 µM]	-17	-1	-1	-4
Cc1ccccc1-c1ccc(C(=O)Nc2cccc(F)c2)o1	-11	-4	0	-14	-13	-26	7	3	-1
Cc1ccc2nc(-c3cccc(S(=O)(=O)N(C)C)c3)cn2c1	-9	-7	-88	-4	-30	-1	-2	-3	3
COc1ccc(C2c3ccc4ccccc4c3Oc3ncn4nc(Cc5ccccc5)nc4c32)cc1OC (stereo not given)	2	-24	-41	3	-5	-9	-2	0	2
CCOc1ccccc1NS(=O)(=O)c1ccc(Br)s1	-16	1	25	-7	-7[20 µM]	-1	2	-2	-2
COc1cc(C(N)=O)cc(Br)c1OC	-32	2	26	5	-11[20 µM]	4	-2	-1	4
COc1ccc(CCNC(=O)COC(=O)c2ccc[nH]c2=O)cc1	-21	-22	-3	-5	-10[20 µM]	10	-1	1	-2
O=S1(=O)CCN(Cc2ccc(F)cc2)CC1	-1	4	-25	-11	-32	1	2	0	-3
